E-sel TNF inh: TNF alpha driven E-selectin expression inhibition | HUVEC TNFa-induced E-selectin immunofluorescence, high content | inhibition, % at 2 µM | 120,000 compounds, 0.71% hits | AID 1246;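 active = inhibition above the batch mean plus 3 SD, and confirmed as a hit on visual image review, cut at about 43% in these data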;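 also: 0% = TNF-stimulated DMSO wells and 100% = unstimulated control wells; not every result past the cut was called active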
bCat KO growth: beta-catenin-lacking colon tumor cell growth suppression. HCT116 beta-catenin knockout viability, CellTiter-Glo, 60 h; hits give low values. AID 818. viability, % at 10 µM. 140,000 compounds, 1.5% hits;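 active = viability at or under a set limit, the compound median less 4 SD, cut at about 6% in these data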;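 also: 0% = Hyamine 1622 control at 20 µM and 100% = untreated cell control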
NPY Y2 blocker: NPY-Y2 (human) receptor antagonism | P49146 | NPY-Y2 expressing cells, antagonist mode | inhibition, % at 2.7 µM | 140,000 compounds, 0.99% hits; in the data active = inhibition above about 17%;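 also: 0% = vehicle with agonist challenge and 100% = reference antagonist with challenge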
Target sequence (P49146 whole entry, looked up): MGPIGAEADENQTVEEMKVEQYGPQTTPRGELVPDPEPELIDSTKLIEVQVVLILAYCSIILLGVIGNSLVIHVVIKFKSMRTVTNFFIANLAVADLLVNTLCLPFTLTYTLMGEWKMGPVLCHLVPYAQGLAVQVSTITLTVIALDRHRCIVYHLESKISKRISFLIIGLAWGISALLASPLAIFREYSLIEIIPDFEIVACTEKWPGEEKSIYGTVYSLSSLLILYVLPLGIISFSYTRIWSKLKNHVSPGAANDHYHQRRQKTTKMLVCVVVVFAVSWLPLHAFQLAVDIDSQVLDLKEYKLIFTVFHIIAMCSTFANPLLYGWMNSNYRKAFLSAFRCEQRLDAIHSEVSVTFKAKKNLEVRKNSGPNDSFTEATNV
GALR2 blocker: blocks the human galanin receptor 2; O43603; 140,000 compounds, 0.39% hits; inhibition, % at 4 µM; AID 828; GALR2-expressing cells, antagonist mode; in the data active = inhibition above about 27%;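 also: cells stimulated with galanin 1-16 at roughly its EC80; 0% = agonist challenge control and 100% = basal control without agonist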
Target sequence (O43603 whole entry, looked up): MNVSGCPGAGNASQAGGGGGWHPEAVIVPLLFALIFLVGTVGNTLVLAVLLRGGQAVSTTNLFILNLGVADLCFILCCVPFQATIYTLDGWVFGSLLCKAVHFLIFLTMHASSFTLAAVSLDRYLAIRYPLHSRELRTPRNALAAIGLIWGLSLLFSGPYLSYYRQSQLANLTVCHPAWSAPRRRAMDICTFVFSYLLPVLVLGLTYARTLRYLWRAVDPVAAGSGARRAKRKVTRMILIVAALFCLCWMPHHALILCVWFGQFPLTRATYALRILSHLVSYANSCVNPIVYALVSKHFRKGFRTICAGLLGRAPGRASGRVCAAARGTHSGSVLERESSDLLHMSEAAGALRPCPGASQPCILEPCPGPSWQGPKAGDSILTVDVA
Phagocyt inh: macrophage phagocytosis inhibition; inhibition, % at 5 µM; J774A.1 macrophage IgG-bead phagocytosis, imaging; 110,000 compounds, 0.07% hits;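 active = inhibition above the mean of the plate negative controls plus 5 SD, cut at about 13% in these data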;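 also: phagocytic index as fraction of beads internalized from green versus red external bead signal; plate controls were DMSO negative control for no effect and cytochalasin-D positive control for full effect; some results beyond the cut were filed as inactive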
Measles CPE: protection of cells from measles virus. 140,000 compounds, 1.5% hits. protection (pct of control), % at 4 µM. Measles virus-infected cells, CPE protection, absorbance; in the data active = protection mostly above about 24%, no sharp cut-off; inactive = mostly below about 26%; also: some compounds called inactive have numbers as strong as hits
MRP1 act: MRP-1 activation; 140,000 compounds, 0.61% hits; H69AR cells + doxorubicin, viability rescue, CellTiter-Glo; viability increase, % at 10 µM; AID 799;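 active = viability gain under doxorubicin at or above a set limit, the compound median plus 3 SD, cut at about 4.7% in these data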;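 also: MRP-1 overexpressing cells given doxorubicin 25 µM after compound pretreatment; 18-22 h compound pretreatment then 72 h with doxorubicin before readout; 0% = doxorubicin-only wells and 100% = vehicle-treated cells without doxorubicin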
Yeast life ext: yeast lifespan extension. S. cerevisiae growth with nicotinamide, OD615; deaD strain in restrictive glucose medium. inhibition of the nicotinamide effect, % at 10 µM. 130,000 compounds, 0.68% hits;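 active = inhibition above a set limit, placed 3 SD over the median of all compounds, cut at about 26% in these data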;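 also: 0% = nicotinamide-treated wells and 100% = cells grown without nicotinamide; some compounds called inactive have numbers as strong as hits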
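Assay system: DeaD-strain S. cerevisiae. Medium: CSMM-D glucose medium, restrictive. Reagent: nicotinamide, 1.5 mM, co-present with compound. Compound: 10 µM single point, 0.25% DMSO. Schedule: culture preincubation 4 h, compound exposure 48 h, both 30 °C. Detection: absorbance at 615 nm.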
BB579 growth dn: reduces growth of yeast BB579 in restrictive medium. S. cerevisiae BB579 growth, OD615, 48 h. inhibition, % at 10 µM. 140,000 compounds, 0.51% hits;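 active = inhibition above a set limit, 3 SD over the mean compound inhibition, cut at about 44% in these data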; also: inactives centre near -24
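Test system: Saccharomyces cerevisiae DeaD strain BB579, replicative lifespan model yeast | Buffer or medium: Restrictive CSMM-D medium | Doses: One dose, 10 µM compound with 0.25% DMSO | Incubation: 48 h exposure, 30 °C | Detection: Culture absorbance at 615 nm | Control set: Amphotericin B at 10 µg/mL as positive control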
PTEN del growth: PTEN-deleted cell growth suppression; viability, % at 10 µM; HCT116 PTEN-null viability, CellTiter-Glo, 60 h; hits give low values; 140,000 compounds, 1.2% hits; AID 827;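 active = viability at or below a set limit, 4 SD under the median of all tested compounds, cut at about 3.7% in these data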;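 also: PTEN knockout HCT116 line with beta catenin targeted HCT116 as companion control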
Numbers without * were called inactive; nt = no result given.

SMILES	E-sel TNF inh	bCat KO growth	NPY Y2 blocker	GALR2 blocker	Phagocyt inh	Measles CPE	MRP1 act	Yeast life ext	BB579 growth dn	PTEN del growth
O=C(Nc1ccccc1C(F)(F)F)c1cc2ncc(CCCl)cn2n1	5	90	1	-4	-1	7	-1.2	-4	-12	95
Cc1ccc(C(=O)NCCSc2snnc2C)cc1	-7	104	2	4	0	8	-0.1	-17	-49	115
O=S(=O)(Nn1cnnc1)c1ccccc1	37	92	0	-8	nt	4	0.5	nt	-45	102
Cc1cc(=O)oc2c(CN3CCN(C)CC3)c(O)c(Cl)cc12	13	114	1	10	nt	12	1.8	-11	-33	100
CC(=O)c1c(C)[nH]c(C(=O)OCC(=O)N2CCc3ccccc32)c1C	14	88	3	14	2	3	-0.8	-1	-4	77
CCN(CCCNC(=O)CCNC(=O)Cn1cnc2ccccc2c1=O)c1ccccc1	nt	93	0	6	-1	5	-1.4	-5	-32	91
CCOc1cc(/C=C2/NC(=O)N(CC(=O)Nc3cccc(C)c3)C2=O)ccc1O	-6	64	-1	14	nt	33	-5.3	nt	-35	77
C=CCNC(=O)C1CC1(c1ccccc1)c1ccccc1 (centres undefined)	1	88	4	-9	-1	4	-1.2	2	-32	95
Cc1ccc(CCNC(=O)C2CCCN(S(=O)(=O)c3cccs3)C2)cc1 (centres undefined)	12	91	4	-7	nt	11	0.7	4	-51	102
O=C(NCc1ccco1)c1cc2sccc2n1Cc1ccccc1	-10	82	4	-16	nt	7	-3.1	nt	-46	74
COc1ccc(/C=N/NC(=O)c2cccc([N+](=O)[O-])c2)cc1OS(=O)(=O)c1ccc(C)cc1	-23	11	-1	9	nt	1	-0.8	-4	-12	nt
COc1cccc(Nc2cc(C)nc3nc(C)nn23)c1	-8	87	0	7	0	15	-2.5	-3	9	92
Clc1ccc(C2=Nn3c(nnc3-c3cc(-c4ccccc4)n[nH]3)SC2)cc1	-52	62	10	-5	0	5	-4.9	-17	-72	63
O=C(N/N=C\c1ccc(COc2ccc([N+](=O)[O-])cc2)o1)c1cccc(Cl)c1	7	93	2	8	0	6	-0.8	-4	-12	104
Cc1ccc(S(=O)(=O)Oc2ccc3c(c2)O/C(=C\c2cccnc2)C3=O)cc1	4	81	-3	-7	0	33*	-1.9	7	-62	89
CCOc1ccc(-c2cc(CCCC(=O)NCc3cccnc3)no2)cc1	9	45	0	8	0	11	-3.6	-9	-19	62
O=C(CNc1ccccc1)N/N=C/c1cn(-c2ccccc2)nc1-c1ccccc1	nt	56	-4	-1	-3	13	0.2	-3	-40	46
CCOc1cccc2cc(C(=O)Nc3cc(C)on3)c(=O)oc12	4	94	-1	-3	-1	9	-1.4	-16	-62	110
CN(C)S(=O)(=O)Oc1ccsc1C(=O)Nc1cccc(Cl)c1Cl	13	79	0	4	nt	6	-0.9	1	-2	77
CCCc1cc(-c2n[nH]c(=S)n2CC)c2ccccc2n1	nt	79	3	8	0	4	-0.3	-4	-27	86
COc1ccc(-c2nnc3ccc(SCC(=O)NCc4ccco4)nn23)cc1OC	6	91	-3	-1	-1	12	-2.3	-11	-35	107
O=C(NCCCN1CCN(CCCNC(=O)c2ccc(F)cc2)CC1)c1ccc(F)cc1	-65	74	-1	-6	2	24	-2.1	-9	5	72
COc1nc(OCCNC(C)=O)nc(N(C)C)n1	4	96	-1	10	0	10	1.1	-15	-27	101
Cc1cc2c3nonc3ccc2n1C	17	111	2	4	-2	2	0.7	-12	-3	118
Cc1ccc(NC(=O)c2ccc(S(=O)(=O)NCC3CCCO3)cc2)cc1 (centres undefined)	-13	88	5	-4	2	4	-0.2	-6	-55	100
COc1ccc(Nc2cc(C(=O)NCc3ccco3)c3ccccc3n2)cc1	nt	94	1	10	-7	41	-0.7	10	-12	98
O=C(NCc1ccccc1)c1ccc(OCC2CCCO2)cc1 (centres undefined)	nt	93	3	14	-4	11	0.4	-3	-4	105
COc1cc(CNCCc2ccccc2)ccc1OCc1ccc(Cl)nc1	6	61	6	-17	-1	8	-1.0	-4	-15	75
Cc1nn(-c2ccccc2)c(C)c1/C=N/NC(=O)c1cc(C23CC4CC(CC(C4)C2)C3)[nH]n1	-83	91	0	8	0	27	-5.0	-4	-12	88
Cc1ccc(C)c(OCCCCCn2ccnc2)c1	nt	76	0	10	0	3	-2.4	-14	-38	76
Cc1cc(C)c(NC2=NS(=O)(=O)c3ccccc32)c(C)c1	6	97	1	2	-1	14	-0.2	-2	-12	106
COc1ccc(OCC(=O)N2CCN(c3nnc(-c4ccccc4)c4ccccc34)CC2)cc1	29	77	1	17	-3	5	-0.9	-18	-9	64
COc1ccc(S(=O)(=O)N(CC(=O)N2CCN(C)CC2)C2CCCCC2)cc1OC	-14	102	0	10	1	21	-3.2	-5	-15	98
Cn1c(N)c(C(=O)CSc2nc(N)cc(=O)[nH]2)c(=O)n(C)c1=O	-11	96	2	7	0	7	0.3	-4	-53	99
CN(C(=O)c1cnc(N2CCN(c3ncccn3)CC2)c2ccccc12)c1ccc(Cl)cc1	21	60	4	1	nt	23	-1.5	3	-24	42
COc1ccc(/C=C(/C(=O)c2ccc(Cl)cc2Cl)n2cncn2)cc1	-22	83	4	3	-1	2	-3.5	43*	-12	82
O=C(NCCn1cc(SCc2ccc(F)cc2)c2ccccc21)c1ccccc1F	13	51	5	-2	nt	5	-1.3	7	-32	53
Cc1cc(C)c2[nH]c(=O)c(CN(CC3CCCO3)C(=O)C3CCCO3)cc2c1 (centres undefined)	3	82	2	-6	-1	16	-1.0	-12	-38	103
N#CCSc1nnc(Cc2cccc3ccccc23)n1C1CCCCC1	0	90	9	-3	0	10	-1.4	-11	-17	84
CCOC(=O)Cc1csc(NC(=O)CSc2ccc(Br)cc2)n1	nt	73	5	7	nt	5	-1.8	-3	-32	66
COc1cc(C2/C(=C(\O)c3cc(C)ccc3C)C(=O)C(=O)N2CCN(C)C)ccc1O (centres undefined)	nt	91	4	-3	-1	4	0.5	-10	-13	85
COC(=O)c1ccc(CSc2nc3sc4c(c3c(=O)n2C)CCCC4)o1	nt	98	18*	-4	-1	10	-2.4	-2	-33	87
Cc1ccc(SCCNC(=O)C(C)C)cc1	-22	109	0	0	-2	4	-0.4	-12	-66	103
COc1ccc(/C=N/NC(=O)c2ccc(Cl)cc2)cc1COC(C)=O	-2	90	2	10	-2	4	-3.7	-4	-32	82
COc1ccc2nc(N3C(=O)/C(=C/c4ccc(Cl)cc4)NC3=S)sc2c1	nt	41	0	9	-6	21	0.1	3	-47	25
COC(=O)c1cc(NS(=O)(=O)c2ccc(NCc3cccnc3)c([N+](=O)[O-])c2)cc(C(=O)OC)c1	-21	101	7	4	-3	6	-0.6	6	-27	102
COc1ccccc1CNC(=O)c1ccc(OCC2CCCO2)cc1 (centres undefined)	-23	100	2	-10	-9	22	-0.4	-1	3	97
CC(C)(C)c1ccc(C(=O)NCC(=O)OCN2C(=O)c3ccccc3C2=O)cc1	-5	95	5	-2	nt	9	-0.6	nt	-29	93
O=C(Nc1ccc(F)cc1)N(CCCN1CCOCC1)Cc1cc2cc3c(cc2[nH]c1=O)OCO3	nt	82	10	-5	nt	15	-3.1	-6	-37	81
N/C(=N\OC(=O)CCCc1ccccc1)c1ccc([N+](=O)[O-])cc1	-3	82	11	-11	-2	3	-0.9	-3	-28	90
COc1ccc(CN(CC(=O)NCC2CCCO2)C(=O)CCC(=O)Nc2cc(C)ccn2)cc1 (centres undefined)	19	100	1	6	0	4	0.5	-2	-30	105
CCCC(=O)Nc1ccccc1NC(=O)CN(C)S(=O)(=O)c1ccccc1	-18	96	-1	1	-1	2	-0.6	-9	-6	104
CN1CCN(C(=O)CSc2nc(-c3cccs3)cc(-c3cccs3)c2C#N)CC1	-13	3.1*	1	12	-1	7	-5.9	-36	-68	4
CCCSc1nc(-n2ncc(C#N)c2N)c2c3c(sc2n1)CCC(C)C3 (centres undefined)	1	78	12	-11	-1	4	1.0	-14	-45	74
COCCOC(=O)c1c(C)oc2ccc(OC(=O)c3ccc4c(c3)OCO4)cc12	nt	106	1	-5	0	10	0.6	-12	-37	99
Cc1cccc(-n2c(SCC(=O)Nc3nnc(C)s3)nnc2-c2ccoc2C)c1	4	93	4	-11	1	4	-4.1	-6	-14	95
CCOC(=O)c1c(NC(=O)CSc2nnc(-c3ccccc3)n2CC)sc(C(C)=O)c1C	100*	91	2	12	0	22	-4.0	-9	-44	91
COc1ccc(C(=O)NCc2nnc(SCC(=O)N3CCc4ccccc43)n2Cc2ccccc2)cc1	nt	96	0	3	4	4	-0.7	-2	-27	99
Cc1ccc(/C=N/n2c(C)cc(C)c(C#N)c2=O)o1	-3	93	-1	0	-1	11	2.8	2	-42	99
O=c1c(-c2ccc(Br)cc2)coc2c(CN3CCOCC3)c(O)ccc12	-9	81	0	-9	-1	3	-0.1	-11	-81	85
Later entries.
SMILES	E-sel TNF inh	bCat KO growth	NPY Y2 blocker	GALR2 blocker	Phagocyt inh	Measles CPE	MRP1 act	Yeast life ext	BB579 growth dn	PTEN del growth
CCN1CCCC1CNC(=O)c1ccc(CS(=O)(=O)c2ccccc2C)o1 (centres undefined)	5	64	2	8	4	4	-2.7	-35	8	85
c1cncc(-c2nnc(SCc3cccc4ccccc34)o2)c1	4	102	4	12	0	7	1.3	-13	-19	96
FC(F)C(F)(F)C(F)(F)C(F)(F)c1cc(-c2ccccc2)n[nH]1	-5	81	0	7	9	3	-4.4	-12	11	78
COc1ccc(OC)c(-n2c(CN3CCC(C(N)=O)CC3)nc3ccccc3c2=O)c1	36	100	2	3	3	13	0.1	-11	13	98
C=CCNc1ccc(C(=O)O)cc1	nt	109	1	-10	-2	18	-0.3	1	-27	96
c1ccc(NCc2cccnc2)cc1	36	99	0	16	2	8	-0.2	-6	-48	101
Cc1nn2c(N3CCOCC3)c3c(nc2c1-c1ccccc1)CCCC3	nt	93	1	3	-1	21	-1.8	-13	-10	101
CCOC(=O)Nc1cccc(C(=O)O)c1	13	98	3	0	nt	22	-0.6	nt	-26	96
CCCC(CCC(=O)Nc1ccc(S(N)(=O)=O)cc1)C(=O)O (centres undefined)	-1	103	1	-5	-1	4	0.6	-5	6	113
CCOC(=O)N1CCC(NCCNC(=O)c2ccccc2Cl)CC1	-4	97	2	-4	0	3	-1.4	-3	-12	99
CCN(CC)C(=O)C1CCN(c2ncnc3c2cnn3-c2ccc(C)cc2C)CC1	-40	81	4	11	nt	5	-1.8	-7	-30	86
C=CCn1c(SCc2nnc(-c3ccccc3)o2)nnc1C(O)c1ccccc1 (centres undefined)	-12	91	3	-10	0	10	-1.0	-4	-26	108
Clc1ccccc1Cn1c(/C=C/c2ccco2)nc2ccccc21	5	75	14	0	-5	5	-2.0	3	-31	81
COC(=O)[C@@H](NC(=O)NC1CCN(Cc2ccccc2)CC1)C(C)C	nt	96	3	-2	0	5	-0.6	-1	-28	102

Screening results: PubChem, several laboratories
